Source: PubChem BioAssay (National Center for Advancing Translational Sciences (NCATS))
DT40 TDP1 no CPT = qHTS for Inhibitors of human tyrosyl-DNA phosphodiesterase 1 (TDP1): qHTS in cells in absence of CPT; DT40 Tdp1-/- hTDP1 cells, no CPT, ATP luminescence, 48 h; Potency, µM (highest dose often 46.2 µM), without a hit: at the highest dose activity change, negative = growth inhibition, usual class: inhibitors; 420,000 tested, 15% active; AID 686978, 2013; note: nearly all actives have a fitted effect of over 55% in size
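Camptothecin absent (DMSO only). Human TDP1-complemented DT40 knockout cells, 400 cells/well, 37 °C for minimum 48 hr; ATP measured via CellTiter-Glo, 30 min dark incubation, luminescence.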
TDP1 inh = blocks human tyrosyl-DNA phosphodiesterase 1. Q9NUW8. recombinant TDP1, AlphaScreen DNA substrate cleavage. Potency, µM (doses to about 130 µM), for the others: at the highest dose activity change, negative = inhibition, hits mostly inhibitors. 350,000 tested, 0.28% active. AID 485290; note: nearly all actives have a fitted effect of over 40% in size
Target sequence (Q9NUW8 whole entry, looked up): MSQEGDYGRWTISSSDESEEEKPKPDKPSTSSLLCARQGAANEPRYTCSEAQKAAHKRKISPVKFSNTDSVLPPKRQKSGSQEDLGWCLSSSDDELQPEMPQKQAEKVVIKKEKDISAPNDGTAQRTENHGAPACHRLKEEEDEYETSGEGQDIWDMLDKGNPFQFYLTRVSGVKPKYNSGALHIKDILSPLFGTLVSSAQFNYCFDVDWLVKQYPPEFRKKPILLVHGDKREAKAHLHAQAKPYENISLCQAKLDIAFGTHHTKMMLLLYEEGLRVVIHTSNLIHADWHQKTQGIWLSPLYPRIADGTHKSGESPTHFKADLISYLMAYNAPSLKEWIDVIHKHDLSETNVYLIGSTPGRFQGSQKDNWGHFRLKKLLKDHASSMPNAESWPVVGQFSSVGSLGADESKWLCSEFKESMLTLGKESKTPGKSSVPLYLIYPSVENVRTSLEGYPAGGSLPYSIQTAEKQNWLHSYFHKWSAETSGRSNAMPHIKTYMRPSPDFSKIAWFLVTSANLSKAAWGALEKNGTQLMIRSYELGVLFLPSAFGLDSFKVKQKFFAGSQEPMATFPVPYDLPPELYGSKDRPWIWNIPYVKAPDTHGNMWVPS
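Recombinant E. coli-expressed Tdp1 (1 nM) preincubated with compound 15 min at RT, then 5'-biotin/3'-phosphotyrosine-FITC DNA substrate (15 nM) added for 5 min. AlphaScreen beads (10 ug/ml) added, 10 min RT; tyrosine-FITC cleavage read as signal loss.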
TDP1 cell CPT = growth inhibition of DT40 Tdp1-/-;hTDP1 cells with camptothecin (screen for TDP1 inhibitors); Potency, µM (highest dose often 46.2 µM), inactives show top-dose activity change, negative = growth inhibition, most hits filed as inhibitors; 420,000 tested, 12% active; chicken DT40 Tdp1-/-;hTDP1 cells + 20 nM CPT, ATP luminescence, 48 h; note: nearly all actives have a fitted effect of over 55% in size
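Chicken DT40 Tdp1-/- cells stably complemented with human TDP1 were seeded at 400 cells/well in medium containing 20 nM camptothecin, exposed to pin-transferred compounds, and grown at 37 °C for at least 48 hr. Viability was read as ATP luminescence.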
* marks the source's active call; other numbers are inactive results; ? = inconclusive; . = not tested or not shown; [ ] = remark or other dose. Calls come from the whole dose curve; as a rule, active = well fitted curve in the direction sought with a large enough effect; inconclusive = small, poorly fitted or top-dose-only effect, or another doubt; inactive = no such curve, though single readings can be large; an effect the other way counts as inactive or inconclusive. % is set by controls: 0 for no effect and ±100 for the full control effect; potency is the fitted concentration of half-maximal effect.

SMILES | DT40 TDP1 no CPT | TDP1 inh | TDP1 cell CPT
Cc1ccc(S(=O)(=O)N2CCC(=O)N([C@H](COCc3cccc(Cl)c3)C(C)C)CC2)cc1 | 16.4µM* | . | 20.6µM*
COc1ccc(C(c2nnnn2C2CCCCC2)N2CCN(C/C=C/c3ccccc3)CC2)cc1 (stereo not given) | ? | . | 16.4µM*
CC#CC[N+](C)(C)CCCCCC | ? | 2.4% | ?
CCCCCCC(O)(CCN1CCCCC1)c1ccccc1 (stereo not given) | ? | . | 6.7%
CN(N=O)C(=O)N[C@H]1C(O)OC(CO)[C@@H](O)[C@H]1O (stereo not given in full) | -7.7% | 8.6%[56.1 µM] | -22.4%
CC(C)CCn1nc(C(=O)OC(C)C(=O)NC(N)=O)c2ccccc2c1=O (stereo not given) | -8.1% | 0.0% | -2.6%
CN1C(=O)N(C)c2cccc3cccc1c23 | 25.2% | . | 3.2%
COc1ccc(N2CCN(C(=O)c3ccc(N(C)S(=O)(=O)c4ccc(OC)cc4)cc3)CC2)cc1 | 16.4µM* | 8.5% | ?
Cc1ccc(-c2onc3ccc(C4OCCO4)cc23)cc1 | -21.4% | -6.1% | 1.3%
Cc1cc(C)c2oc(C(=O)Nc3c(C)n(C)n(-c4ccccc4)c3=O)cc(=O)c2c1 | -9.7% | -4.9% | 1.0%
COc1ccc(C(=O)c2cnc3ccc(C)cc3c2S(=O)(=O)c2ccccc2)cc1 | 18.4µM* | 4.9% | 16.4µM*
O=C(CCCn1c(SCC(=O)Nc2ccccc2C(F)(F)F)nc2ccccc2c1=O)NCC1CCCO1 (stereo not given) | -24.5% | 4.9% | -25.1%
CC(=O)Nc1cccc(-c2ccnc3c2CC(C)(C(=O)Nc2cccnc2)O3)c1 (stereo not given) | -29.3% | . | -28.4%
CCOC(=O)C1=C(C)NC(=O)C(C(N)=O)C1c1ccccc1 (stereo not given) | 14.0% | 1.9% | 10.6%
Cc1ccc2cc(C#N)c(N3CCCN(C(=O)c4cnccn4)CC3)nc2c1 | ? | . | ?
COC(=O)C1=C[C@@H](C(=O)OC)[C@@H]2C3=C(C(=O)[C@@]2(C)NC(=O)c2ccccc2)[C@H](C)n2c(=O)n(C)c(=O)n2[C@@H]3C1 | 3.8% | . | 4.4%
COC/C=C/C1=CC2=CC(=O)C(C)(OC(=O)c3cnc4ccccc4n3)C(=O)C2=CN1Cc1ccccc1 (stereo not given) | 16.4µM* | 16.4%[12.3 µM] | ?
COC(=O)c1c(C)[nH]c(C(=O)CN2CCOCC2)c1C | -26.9% | 0.0% | -6.7%
COc1ccc([C@@H]2[C@@H](C)N(c3ccccc3)c3ccccc3C(=O)N2Cc2ccccc2)cc1 | 16.4µM* | . | ?
O=C(CSCc1ccc([N+](=O)[O-])cc1)N/N=C/c1ccncc1 | 10.4% | 3.6% | 29.6%
OC[C@@H]1CN(Cc2ccc3c(c2)OCO3)C[C@H](n2cnc3c(NCc4ccco4)ncnc32)O1 | -9.4% | . | ?
Cc1ccc(NC(=O)CSCC(=O)Nc2ncc3c(n2)CC(c2ccco2)CC3=O)cc1 (stereo not given) | -2.9% | -4.1% | -13.4%
Cc1ccccc1OCC(=O)OCC(=O)NCc1ccco1 | -8.6% | 1.1% | -4.7%
Cc1cc(N2C(=O)C3C4C=CC(C4)C3C2=O)ccc1Br (stereo not given) | -15.0% | -3.1% | -16.8%
O=C1/C(=C/c2cccnc2)CCc2c1[nH]c1ccccc21 | ? | 2.7% | 18.4µM*
COc1cc2c(NC3CCN(C)CC3)nc(N3CCCN(C)CC3)nc2cc1OCCCN1CCCC1 | ? | . | ?
C=CCn1c(CNC(=O)c2cccs2)nnc1SCc1ccc(Cl)cc1Cl | ? | -3.2% | ?
CC(C)(O)C#Cc1ccc(C(=O)N2CCN(c3ccc([N+](=O)[O-])cc3)CC2)cc1 | ? | 7.7% | ?
C=CCOC(=O)C1=C[C@H](C(C)(C)C)[C@@H](CCCO)[C@H](OCC)O1 | ? | . | ?
CNC(=O)CS(=O)CC(=O)Nc1cc(OC(C)C)c(Cl)cc1Cl (stereo not given) | -0.8% | -2.7% | -3.5%
COc1cc(C(=O)NCCCN(C)C)ccc1OCC(=O)Nc1cccc(C(F)(F)F)c1 | ? | . | ?
CCN1CCN(C(C(=O)NC2CCCCC2)C2CC2)CC1 (stereo not given) | 3.2% | . | -2.5%
Nc1ccc2nc(-c3ccccc3)cnc2c1 | -23.0% | . | 0.2%
CCN(c1ccccc1)S(=O)(=O)c1ccc(Oc2ccc(C(C)=O)cc2OC)nc1 | 16.4µM* | 0.3% | ?
COCc1c(C(=O)NC2CCCCC2)sc2cccc(F)c12 | ? | -1.2%[56.1 µM] | ?
CCNC(=O)C1(C)CCCN1C(=O)c1cc(C)on1 (stereo not given) | -1.3% | . | 12.2%
Cc1ccc(-c2nc3c(c(SCC(=O)N4CCOCC4)n2)Cc2c(CO)cnc(C)c2O3)cc1 | 10.3µM* | 9.2% | 23.1µM*
CN1CCN(c2ccc(Cl)cc2NC(=O)CC2OC(=O)c3ccccc32)CC1 (stereo not given) | -29.7% | -0.4% | -28.1%
O=C1CCCCC1Nc1ccc(Br)cc1 (stereo not given) | -19.1% | . | -14.4%
O=C(NCc1ccco1)C(c1cccnc1)N(C(=O)Cn1nnc2ccccc21)c1ccc(F)cc1 (stereo not given) | -0.5% | -1.9% | 44.3%[activator]
O=C(CC(c1cccs1)N1Cc2ccccc2C1=O)Nc1cccc(F)c1 (stereo not given) | ? | 5.6% | ?
COc1cc(-c2cc(C)c3c(OC)ccc(OC)c3n2)cc2c1OCCN(C(=O)Cn1nc(C)cc1C)C2 | -29.8% | . | 1.4%[9.04 µM]
COC(=O)C(CCSC)NC(=O)Cn1ncc2c([nH]c3ccccc32)c1=O (stereo not given) | -6.6% | 2.5% | 11.0%
CCC(C)Sc1ccc([C@@H]2[C@@H]3C(=O)N(CC)C(=O)[C@@H]3[C@]3(C(=O)OC)CCCCN23)cc1OC (stereo not given in full) | ? | 0.1% | ?
COc1ccc(N/N=C(\C#N)C(=O)NCCc2ccc(OC)c(OC)c2)cc1 | -17.7% | 0.0% | 2.1%
NS(=O)(=O)c1ccc(CCNc2ncnc3c2c(-c2ccccc2)cn3-c2ccc(F)cc2)cc1 | ? | 0.0% | ?
O=C(CCN1C(=O)/C(=C/c2ccccc2Cl)SC1=S)NCCc1ccc(O)cc1 | 9.2µM* | 5.1% | ?
CCCCCCNC(=O)C(=O)NCCc1ccc(Cl)cc1 | ? | -5.1% | 2.7%
O=C(COC(=O)Cc1c(F)cccc1Cl)NC(=O)Nc1ccccc1F | -1.6% | 0.5% | 4.9%
CCNc1c(NC(=O)c2ccccc2OCC)c(=O)oc2ccccc12 | ? | 2.5% | ?
Cc1cccc(NC(=O)c2ccc(CNS(=O)(=O)c3ccc4c(c3)C(C)(C)C(=O)N4C)cc2)c1 | 11.6µM* | -5.1% | 20.6µM*
CCOc1ccc(N(CC)C(=O)CSc2n[nH]c(-c3ccccc3)n2)cc1 | ? | 5.4% | ?
Oc1ccc2c(c1)c1ccccc1c1ncccc21 | ? | . | ?
O=C1OC/C(=C(/O)c2ccc(Cl)cc2)C1=O | -22.5% | . | 13.6%
O=c1[nH]c(CN2CCN(c3ccccc3O)CC2)nc2ccccc12 | -22.1% | 5.9% | ?
O=C(O)c1ccc(-c2ccccc2C(F)(F)F)o1 | -6.6% | 0.0% | -2.9%
CN(Cc1ccccc1)C(=O)c1ccc2c(c1)N(Cc1ccccc1F)C(=O)c1ccccc1S2(=O)=O | 9.2µM* | 4.6% | ?
S=C(NCCSCc1ccccc1Cl)Nc1ccccc1 | ? | 2.1% | ?
CCN1CCN(S(=O)(=O)c2ccc(Br)s2)CC1 | -12.5% | 7.8% | -29.9%
CC(NC(=O)c1noc2c1CCCCC2)c1ccccc1 (stereo not given) | -19.0% | 5.3% | -6.0%

Arranged by length of the SMILES (falling): some entries from above
SMILES | DT40 TDP1 no CPT | TDP1 inh | TDP1 cell CPT
NS(=O)(=O)c1ccc(CCNc2ncnc3c2c(-c2ccccc2)cn3-c2ccc(F)cc2)cc1 | ? | 0.0% | ?
COC(=O)C(CCSC)NC(=O)Cn1ncc2c([nH]c3ccccc32)c1=O (stereo not given) | -6.6% | 2.5% | 11.0%
O=C(COC(=O)Cc1c(F)cccc1Cl)NC(=O)Nc1ccccc1F | -1.6% | 0.5% | 4.9%
O=C(O)c1ccc(-c2ccccc2C(F)(F)F)o1 | -6.6% | 0.0% | -2.9%

Further results
SMILES | DT40 TDP1 no CPT | TDP1 inh | TDP1 cell CPT
O=[N+]([O-])c1ccc(NCCCNS(=O)(=O)c2ccc(Cl)cc2)c(Cl)c1 | 20.6µM* | 3.9% | 20.6µM*
COc1ccc(NC(=O)c2ccc(-c3nc(CSc4ccccc4)c(C)o3)cc2)cc1OC | -14.3% | 2.8% | ?
COc1ccc(CCNC(=O)Nc2cccs2)c(OC)c1 | -0.8% | . | -7.6%
C/C(Cn1cnc([N+](=O)[O-])n1)=N\NC(=O)c1ccc(Br)cc1 | -0.8% | -1.9% | -7.6%
CC1(C(=O)NC2CCCCC2)CCC(=O)N1Cc1cccnc1 (stereo not given) | 3.4% | -1.1% | 9.6%
CCOC(=O)[C@H]1[C@H]2COc3ccc(C)cc3[C@@H]2N2C(=O)c3ccc(Cl)cc3NC(=O)[C@@]12C | ? | 0.7% | ?
O=C(NCc1ccccc1Cl)c1ccc2c(c1)NC(=O)C(CS(=O)(=O)Cc1ccc(F)cc1Cl)N2 (stereo not given) | -11.5% | 13.0% | -25.6%
CCOC(=O)N1CCN(c2nc3ccc(C(=O)c4ccccc4)cc3n3cnnc23)CC1 | ? | . | ?
CCCCOCCCNC(=O)c1ccc2c(c1)OCO2 | ? | 2.1% | 13.7%
CCOC(=O)c1[nH]c(C)c(CCC(=O)N2CCN(c3cc(C)ccc3C)CC2)c1C | 23.1µM* | 8.1% | ?
COCC(=O)Nc1cc(C(=O)N2CCN(c3ccc(Cl)cn3)CC2)c2c(c1)nc(C1CCC1)n2C | -11.1% | . | -15.7%[9.04 µM]
CN(C)c1nc(-c2cccnc2)nc(-c2ccc(Cl)cc2)c1C#N | -26.8% | 2.3% | -57.4%
COc1ccc(Cn2c(=O)c3ccccc3n3c(-c4cccc(OC)c4OC)nnc23)cc1 | 16.4µM* | 5.7% | ?
CC(=O)N1CCN(c2ccc(NC(=O)C(c3ccccc3)c3ccccc3)cc2)CC1 | -22.2% | . | -26.4%
COc1ccccc1C(=O)Nc1ccc(N2CCCCC2)cc1 | ? | 3.5% | ?
CS(=O)(=O)Nc1ccc2c(c1)[C@H]1C[C@H](CC(=O)NCc3ccccc3)O[C@H](CO)[C@H]1O2 | 1.2% | . | 10.7%
Cn1cccc1CC(=O)NNC(=S)Nc1ccc(F)cc1 | -5.5% | 9.5% | 28.7%
O=C(COC(=O)c1ccco1)Nc1cccc(S(=O)(=O)N2CCOCC2)c1 | -10.6% | . | -2.6%
Cc1csc(=O)n1CC(=O)OCC(=O)NCc1ccccc1 | 11.4% | 4.2% | -8.4%
COC(=O)c1ccc(C)c(NC(=O)C(CCSC)NC(=O)c2cc(OC)c(OC)c(OC)c2)c1 (stereo not given) | -15.8% | . | 7.4%

Reprinted at random: 6 compounds from above.
SMILES | DT40 TDP1 no CPT | TDP1 inh | TDP1 cell CPT
COc1ccc(NC(=O)c2ccc(-c3nc(CSc4ccccc4)c(C)o3)cc2)cc1OC | -14.3% | 2.8% | ?
COC(=O)c1ccc(C)c(NC(=O)C(CCSC)NC(=O)c2cc(OC)c(OC)c(OC)c2)c1 (stereo not given) | -15.8% | . | 7.4%
O=[N+]([O-])c1ccc(NCCCNS(=O)(=O)c2ccc(Cl)cc2)c(Cl)c1 | 20.6µM* | 3.9% | 20.6µM*
C/C(Cn1cnc([N+](=O)[O-])n1)=N\NC(=O)c1ccc(Br)cc1 | -0.8% | -1.9% | -7.6%
CC1(C(=O)NC2CCCCC2)CCC(=O)N1Cc1cccnc1 (stereo not given) | 3.4% | -1.1% | 9.6%
O=C(NCc1ccccc1Cl)c1ccc2c(c1)NC(=O)C(CS(=O)(=O)Cc1ccc(F)cc1Cl)N2 (stereo not given) | -11.5% | 13.0% | -25.6%

The listing continues:
SMILES | DT40 TDP1 no CPT | TDP1 inh | TDP1 cell CPT
CC(=O)Nc1ccc(N2CCOCC2)c(Cl)c1 | 6.5% | -3.5% | -4.0%
O=C(Nc1ccc(N2CCN(C(=O)c3cccs3)CC2)cc1)c1ccccc1F | 18.4µM* | . | ?
CCOC(=O)c1c(S(=O)(=O)N2CCC(C(=O)Nc3ccc(C)cc3C)CC2)c(C)n(C)c1C | -16.8% | -6.4% | -11.4%
COc1ccccc1N/C(=N/S(=O)(=O)c1ccc(C)cc1)c1ccccc1 | 18.4µM* | 7.7% | ?
